# GalR3 antagonist: human GalR3 antagonism. inhibition, % at 3 µM. AID 651719. 0.44% of 360,000 active. O60755. HEK293 GalR3-CNG cAMP membrane potential fluorescence; galR3 body fused to GalR1 C-terminus;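 active = inhibition above the screen-wide average plus 3 SD, cut at about 13% in these data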;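 note: forskolin and galanin both at EC90 stimulate the cells; cAMP rise reported by CNG channel membrane potential dye signal; 0% = forskolin plus galanin with DMSO and 100% = forskolin alone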
# Target sequence (O60755 1-299 limits assumed): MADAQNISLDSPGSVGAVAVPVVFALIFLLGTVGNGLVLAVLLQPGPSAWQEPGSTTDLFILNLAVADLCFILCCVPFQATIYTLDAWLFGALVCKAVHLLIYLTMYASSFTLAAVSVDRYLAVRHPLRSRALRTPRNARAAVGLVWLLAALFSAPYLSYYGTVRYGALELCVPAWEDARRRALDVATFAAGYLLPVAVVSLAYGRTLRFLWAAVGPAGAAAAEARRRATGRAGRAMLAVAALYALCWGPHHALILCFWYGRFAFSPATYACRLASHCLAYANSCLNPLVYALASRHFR
# An asterisk follows results filed as active; & = joins results of further samples. An excerpt; rates above refer to the full screens.
smiles | GalR3 antagonist
COc1ccccc1-c1cccc([C@@H]2C[C@H]3[C@@H](CN2)CON3C)c1 | -4.1
CC(C)(C)Cc1c(-c2cccc(Cl)c2)nc2ccc(Br)cn12 | -5.8
O=c1cc(-c2ccc(OCc3ccccc3)cc2)oc2cc(OCc3ccccc3)cc(OCc3ccccc3)c12 | -6.1
C[n+]1ccc2[nH]c3ccccc3c2c1 | -6.1
Nc1[nH]c(C(=O)c2ccccc2)c(-c2ccc(Cl)cc2)c1C(=O)NCc1ccco1 | -6.5
O=C1c2ccccc2CCC12OC2c1ccncc1 (stereo unspecified) | -1.6
CCN(CC)CCN1CNC(=S)NC1 | -3.2
COc1ccc(CCC(=O)NNC(=O)c2ccccn2)cc1OC | -3.0
CCN(CC)C(=O)[C@H]1CC(CC(=O)NCCCn2ccnc2)C(=O)N2CCc3c([nH]c4ccc(OC)cc34)[C@]12C (stereo partly specified) | -5.7
CC(=NO)c1cc(Br)c2cccc3c2c1CC3 | -1.7
CC(=O)C1=CCC(c2ccc(Cl)cc2)N(S(=O)(=O)c2ccc(C)cc2)C1 (stereo unspecified) | -0.3&-6.0
COC(=O)CC1OCC=C2CN3CCC45C6=CC(=O)C(=O)C([N+](=O)[O-])=C6NC4C1C2CC35 (stereo unspecified) | 1.3
COc1cc(C(=O)N2CCCCC2c2cc(C(=O)NCc3cccnc3)no2)cc(OC)c1C (stereo unspecified) | 0.8
CCc1nc2ccc(C(=O)Nc3cccc(NS(C)(=O)=O)c3)cn2c1N(C)CCN1CCOCC1 | -2.8
CC(C)C#Cc1cnc2c(c1)C(=O)N([C@H](C)CO)C[C@@H](C)[C@H](CN(C)C(=O)Nc1ccccc1F)O2 | -5.4
CCNC(=O)C1CCCN(C(=O)c2cccc3ccccc23)CC1 (stereo unspecified) | -1.1
CC(C)CN1CCN(CCCOC(=O)Nc2cccc3ccccc23)CC1C (stereo unspecified) | -6.2
O=[N+]([O-])c1ccc(NC(c2ccccc2)c2ccc3cccnc3c2O)cc1 (stereo unspecified) | -2.1
CC(C)c1ccc(NC(=O)Nc2nc(C(N)C3CCCCC3)cs2)cc1 (stereo unspecified) | -6.4
Cn1c(N)c(C(=O)COC(=O)C2Cc3ccccc3CN2S(C)(=O)=O)c(=O)n(C)c1=O (stereo unspecified) | -5.8
Cc1ccc(S(=O)(=O)N2Cc3ccccc3CC2C(=O)N(C)C)cc1 (stereo unspecified) | -8.1
COc1cccc(CNc2nc(NCc3ccccc3)nc3ccsc23)c1 | -7.4
CC(=O)c1ccc(OC2(C)CCN(Cc3ccccc3OC(F)F)C2)cc1 (stereo unspecified) | 2.6
COC(=O)C1CCN(S(=O)(=O)CCNC(=O)c2ccccc2)CC1 | -3.5
O=C(Nc1ccc(OCc2ccccc2)cc1)Nc1nnc([C@H]2C[C@H](O)[C@@H](CO)O2)s1 | -7.1
COc1ccc(NC(=O)COC(=O)c2ccc(S(=O)(=O)N3CCCCC3)cc2)c(OC)c1 | -4.7
O=C(COC(=O)c1c(F)cccc1Cl)NC1CCCCC1 | -1.5
COc1cccc(C(=O)NCC(=O)N2CCN(c3ccc(C(F)(F)F)cn3)CC2)c1 | -5.4
O=C(NCc1ccccc1)C(C1CC1)n1c(=O)c(-c2cc3ccccc3[nH]2)nc2ccccc21 (stereo unspecified) | -6.1
Nn1c(-c2cccc(O)c2)nnc1-c1cccc(O)c1 | -3.7

# Next part
smiles | GalR3 antagonist
O=C(NCc1ccc(Cl)cc1)N1CCN(C(=O)c2ccccc2)CC1 | -5.7
CC(C)(C)c1ccc(CC(=O)N2CCC2(C)C(=O)NS(=O)(=O)c2ccc(Cl)s2)cc1 (stereo unspecified) | -6.7
CC(=O)C1=CCC(c2ccc(F)cc2)N(S(=O)(=O)c2ccc(C)cc2)C1 (stereo unspecified) | -5.5&-7.3
OCC(O)C1OCOC(C(O)CO)C1O (stereo unspecified) | -3.3
COC(=O)N1C2CCCCC2=NN(c2ccccc2)N1C(=O)OC (stereo unspecified) | -5.6
CCCCC[C@@H]1CCCCC[C@@H](O)C[C@@H](O)[C@@H](O)/C=C/C(=O)O1 | -3.6
CCCCNC(=O)C[C@@H]1C[C@@]2(C(=O)OCC)CCCC=C2N(CCC2=CCCCC2)C1=O | -3.5
COC(=O)CCC1(C(N)=O)CCC(=O)c2ccccc21 (stereo unspecified) | -4.3
CC(=O)Nc1cccc(-c2csc(C(C)(O)c3cccc(F)c3)n2)c1 (stereo unspecified) | -5.3
O=C(O)c1ccc(S(=O)(=O)NN=Cc2c[nH]c3ccccc23)cc1 | -5.5
COc1cccc(NC(=O)C2(C)CCN2C(=O)C2CCCCC2)c1 (stereo unspecified) | -3.6
CCCCCCCCN1C(=O)[C@H](CC(=O)NCc2ccc(OC)c(OC)c2)C[C@@]2(C(=O)OCC)CCCC=C12 | -2.7
CSc1nc(N)nc2c1ncn2Cc1ccccc1 | -5.5
C[C@H](CO)N1C[C@H](C)[C@@H](CN(C)S(=O)(=O)c2cn(C)cn2)OCc2cnnn2CCCC1=O | -6.9
CC1(C2CC2)NC(=O)N(CC(=O)Nc2ccccc2C#N)C1=O (stereo unspecified) | -5.2
CC[C@]12c3[nH]c4ccc(Cl)cc4c3CCN1C(=O)[C@@H](CC(=O)NCCCN(C)C)C[C@@H]2C(=O)N1CCN(C(=O)c2ccco2)CC1 | -7.8
CC(C)CNC(=O)C1(C)CCCN1C(=O)c1cccnc1Oc1ccccc1 (stereo unspecified) | -5.1
S=c1nc2[nH]c3ccccc3c2n[nH]1 | -5.3
O=C(CSc1nnc(CN2CCCC2)n1-c1ccc(F)cc1)c1ccc2c(c1)OCO2 | -3.8
COc1ccc(NC(=O)CN2C(=O)NC(C)(c3ccccc3)C2=O)cn1 (stereo unspecified) | -3.9
CC1(C)Oc2cc3oc(=O)ccc3c3c2C2C1CCC(C)(O3)C2O (stereo unspecified) | -5.7
COCCCNC(=O)c1ccc2nc([C@@H]3O[C@H](CO)[C@H](O)[C@H](O)[C@H]3O)[nH]c2c1 | -1.4
CCOC(=O)C1(C)CCCN(C(=O)c2cc(C)on2)C1 (stereo unspecified) | -5.7
CCCn1c(C)cc(C(=O)CN2C(=O)c3ccccc3S2(=O)=O)c1C | -4.6
COc1ccc(NC(=O)c2cc(-c3ccc(F)cc3C)n[nH]2)cc1OC | -4.8
O=C(CN1C(=O)c2ccccc2S1(=O)=O)Nc1ccc(S(=O)(=O)Nc2ncccn2)cc1 | -0.8
COc1cccc(-c2cnc(C(O)c3ccc(OC)c(F)c3)[nH]2)c1 (stereo unspecified) | -4.5
COC(=O)C1=C(C)N(Cc2ccccc2)C(=S)NC1c1ccc(Cl)cc1 (stereo unspecified) | -8.3
Cc1ccc(C(=O)CCC(=O)OCC(=O)N2CCN(S(=O)(=O)c3ccc(C)cc3C)CC2)cc1 | -5.1
CC(=O)c1cccc(NC(=O)C(C)Sc2nnc3ccccn23)c1 (stereo unspecified) | -3.9

# Overlap with the part before: four entries, then new ones.
smiles | GalR3 antagonist
COc1cccc(-c2cnc(C(O)c3ccc(OC)c(F)c3)[nH]2)c1 (stereo unspecified) | -4.5
COC(=O)C1=C(C)N(Cc2ccccc2)C(=S)NC1c1ccc(Cl)cc1 (stereo unspecified) | -8.3
Cc1ccc(C(=O)CCC(=O)OCC(=O)N2CCN(S(=O)(=O)c3ccc(C)cc3C)CC2)cc1 | -5.1
CC(=O)c1cccc(NC(=O)C(C)Sc2nnc3ccccn23)c1 (stereo unspecified) | -3.9
CCNC(=O)C1(C)CCN(C(=O)c2cc(F)ccc2C)C1 (stereo unspecified) | -4.4
CN(C(=O)c1cccc(NC(=O)Cc2ccc(NC(=O)C3CCN(S(=O)(=O)c4cccc([N+](=O)[O-])c4)CC3)cc2)c1)C1CC1 | -7.1
COc1ccc(S(=O)(=O)NCC2(N3CCOCC3)CCCCC2)cc1OC | 0.7
COc1ccc(C)cc1NC(=O)ON=C1CCCCC1 | -4.2
CC(C)Oc1ccc2ccccc2c1CNC[C@H]1O[C@@H](n2ccc(N)nc2=O)[C@H](O)[C@@H]1O | -5.0
CCOC(=O)C1(C)CCCN1C(=O)c1cccc(F)c1 (stereo unspecified) | -4.0
CC1(C(=O)Nc2ccc3nc[nH]c3c2)CCN1C(=O)C1(c2ccccc2)CC1 (stereo unspecified) | -6.2
CCCCCCCCN1C(=O)[C@H](CC(=O)NCc2cccc3ccccc23)C[C@@]2(C(=O)OC)CCCCC=C12 | -6.2
COc1cc(OC)cc(C(=O)OCC(=O)Nc2nnc(-c3ccccc3)o2)c1 | -5.3
Cc1noc(NS(=O)(=O)c2ccc(NS(=O)(=O)c3ccc(C(C)(C)C)cc3)cc2)c1C | -4.6
COc1cc([N+](=O)[O-])ccc1-c1ccc(/C=C2\C(=O)ON=C2c2ccccc2)o1 | -2.8
COc1ccc(NC(=O)N(C)C[C@H]2OCCCC[C@H](C)Oc3ccc(NC(=O)Nc4cccc5ccccc45)cc3C(=O)N([C@@H](C)CO)C[C@H]2C)cc1 | -0.9
COCCNC(=O)C[C@H]1C[C@H]2c3cc(NS(=O)(=O)c4ccc(F)cc4)ccc3O[C@H]2[C@H](CO)O1 | -5.1
Cc1[nH]c2ccccc2c1CC(=O)Nc1ccc(Nc2cccnc2)c(-c2ccc(Cl)c(Cl)c2)c1 | -6.8
COc1ccc(-c2cc(NC=O)c3ncc(-c4cccc(C(=O)NCCN(C)C)c4)n3c2)cn1 | -1.4
Cc1cccc(C(=O)N(C(=O)c2cccc(C)c2)N(C)C)c1 | -6.3
CC(C)Nc1ncnc2c1ncn2[C@H]1CN(Cc2ccc3c(c2)OCO3)C[C@@H](CO)O1 | -5.9
COC(=O)C[C@H]1C[C@@H]2c3cc(NC(=O)Nc4ccc(F)cc4)ccc3O[C@@H]2[C@@H](CO)O1 | -6.7
COCc1cccc(-c2csc(C(C)(NC(C)=O)c3ccccc3)n2)c1 (stereo unspecified) | -6.1
COc1ccc(S(=O)(=O)N2CCC(C(=O)NCCC(=O)NCc3ccccn3)CC2)cc1 | 3.3
O=C(NC1CC1)c1ccc(-c2cnc3cccnn23)cc1 | -5.1
O=C1c2ccccc2C(c2nnnn2-c2ccc3c(c2)OCCO3)N1Cc1ccc(F)cc1 (stereo unspecified) | -3.9
N#Cc1ccccc1NC(=O)C1CCCO1 (stereo unspecified) | -3.2
CCCCNC(=O)c1ccc2nc(CC)c(N(C)Cc3cccs3)n2c1 | -4.5
O=C(COC(=O)CN1C(=O)C2CC=CCC2C1=O)Nc1cccc([N+](=O)[O-])c1 (stereo unspecified) | -2.5
COc1ccc(C(NC(=O)C2CCN(CCOc3ccc(Cl)cc3Cl)CC2)c2cccs2)cc1 (stereo unspecified) | -4.9
CCCCCCCCN1C(=O)[C@H](CC(=O)NCc2cccs2)C[C@@]2(C(=O)OC)CC(C)(C)CC=C12 | -9.5
Cc1ccc(SC[C@H](C)CN2CCC(NC(=O)OCc3ccccc3)CCC2=O)cc1 (stereo partly specified) | -5.7
CC(C)(C)NC(=O)C(c1ccc(-c2ccccc2)cc1)N(C[C@H]1CC[C@@H]([C@@H]2CC[C@H](CO)O2)O1)C(=O)c1ccc(C(C)(C)C)cc1 (stereo partly specified) | -2.5
Nc1ccccc1C=C1Cc2ccccc2C1=O | -6.7

# 5 entries from above, arranged by the value under GalR3 antagonist, smallest number first:
smiles | GalR3 antagonist
CCCCCCCCN1C(=O)[C@H](CC(=O)NCc2cccs2)C[C@@]2(C(=O)OC)CC(C)(C)CC=C12 | -9.5
CN(C(=O)c1cccc(NC(=O)Cc2ccc(NC(=O)C3CCN(S(=O)(=O)c4cccc([N+](=O)[O-])c4)CC3)cc2)c1)C1CC1 | -7.1
COCCNC(=O)C[C@H]1C[C@H]2c3cc(NS(=O)(=O)c4ccc(F)cc4)ccc3O[C@H]2[C@H](CO)O1 | -5.1
CC(C)Oc1ccc2ccccc2c1CNC[C@H]1O[C@@H](n2ccc(N)nc2=O)[C@H](O)[C@@H]1O | -5.0
COc1ccc(NC(=O)N(C)C[C@H]2OCCCC[C@H](C)Oc3ccc(NC(=O)Nc4cccc5ccccc45)cc3C(=O)N([C@@H](C)CO)C[C@H]2C)cc1 | -0.9

# More entries.
smiles | GalR3 antagonist
O=C(NNC(=O)c1cccc2ccccc12)c1ccc(Cl)c(Cl)c1 | -6.0
CC(OC(=O)c1ccccc1C(=O)O)c1ccccc1 (stereo unspecified) | -3.4
COCCN(CC(=O)Nc1cccc(C)c1C)C(=O)C1CCN(S(=O)(=O)c2ccccc2)CC1 | -0.4
Cc1nc(C(F)(F)F)ccc1C(=O)N1CCC1(C)C(=O)NS(=O)(=O)c1cccc(F)c1 (stereo unspecified) | -0.8
CC/C(=N\NC(=O)c1cc(C)oc1C)c1ccc(OC(F)F)cc1 | -5.1
Cc1cc(C)c2c(CN3CCCCCCC3)cc(=O)oc2c1 | -3.3
C=CCNC(=O)CN1C(=O)CSc2ccc(S(=O)(=O)N3CCOCC3)cc21 | -6.6
O=C(OCc1cn([C@@H]2C[C@H](c3ccc(Cl)cc3)N(CC3CCCCC3)C[C@H]2O)nn1)c1ccccc1 | -6.4
Oc1ccc(Cl)cc1Sc1cc(Cl)ccc1O | -5.6
CCN(CC)C(=O)c1cccc(-c2csc(C(O)c3ccc(F)c(OC)c3)n2)c1 (stereo unspecified) | -7.0
COC(=O)[C@]12CCCCC=C1N(Cc1ccc3c(c1)OCO3)C(=O)[C@H](CC(=O)NCCCCc1ccccc1)C2 | -6.8
CC(=O)Nc1ccc(NC(=O)CCCN2C(=O)C(c3ccccc3)Oc3cccnc32)cc1 (stereo unspecified) | -5.4
CC(O)(c1ccccc1)c1nc(-c2ccc(S(C)(=O)=O)cc2)cs1 (stereo unspecified) | -5.9
COC(=O)[C@@]12C[C@@H](CC(=O)NCC34CC5CC(CC(C5)C3)C4)C(=O)N(Cc3ccccc3)C1=CCC(C)(C)C2 | -8.7
Clc1ccccc1OCCNc1nc(NCC2CC2)nc2ccsc12 | -8.1
O=C(Cc1cccc2ccccc12)NCC(=O)N1CCN(CC(=O)Nc2ccc(F)cc2)CC1 | -4.7
COc1ccc(NC(=O)C[C@H]2C(=O)N(C3CCCCC3)C[C@@H]2c2ccccc2)cc1 | 0.1
CCc1nc2c(OCCOC)cccn2c1N(C)C(=O)c1ccco1 | -5.5

# Bioassay records from PubChem BioAssay.
